Compound activity from PubChem BioAssay.
PMI act hi M6P – human PMI activators, high substrate, primary screen, biochemical, fluorescence intensity, near-saturating mannose 6-phosphate; activation factor at 20 µM; 190,000 compounds, 0.34% hits; coupled PMI enzyme assay, resazurin fluorescence, 20 min; stronger effect = higher value; 1 = untreated enzyme, 0 = substrate-free blank; Mannose-6-phosphate isomerase (Homo sapiens), P34949; AID 1216, 2008;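 active = activation factor of 2 or more at 20 µM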
Target sequence (P34949 whole entry, looked up): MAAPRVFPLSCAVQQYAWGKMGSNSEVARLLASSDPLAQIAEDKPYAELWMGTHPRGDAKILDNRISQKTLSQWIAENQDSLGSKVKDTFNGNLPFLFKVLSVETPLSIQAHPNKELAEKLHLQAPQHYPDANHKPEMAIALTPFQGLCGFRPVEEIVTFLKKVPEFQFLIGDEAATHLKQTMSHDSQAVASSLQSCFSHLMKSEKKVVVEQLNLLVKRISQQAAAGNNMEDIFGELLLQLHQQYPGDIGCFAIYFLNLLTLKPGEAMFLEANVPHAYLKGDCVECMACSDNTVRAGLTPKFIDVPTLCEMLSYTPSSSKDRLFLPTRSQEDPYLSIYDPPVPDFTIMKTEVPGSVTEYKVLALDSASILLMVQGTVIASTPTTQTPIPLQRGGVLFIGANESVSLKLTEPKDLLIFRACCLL
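Test system: human phosphomannose isomerase with PGI, G6PDH, diaphorase coupling enzymes; amount: 15 ng/mL PMI; incubation: enzyme reaction with compound 20 min at room temperature; technique: resorufin fluorescence (Ex 544/Em 590 nm) from resazurin via diaphorase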
PPARg SRC1 recr – PPARgamma agonists recruiting SRC-1 coactivator, primary screen, biochemical. Peroxisome proliferator-activated receptor gamma (Homo sapiens), P37231. PPARgamma-SRC-1 coactivator recruitment biochemical assay. activation, % at 8 µM. 200,000 compounds, 0.41% hits; in the data active = activation above about 19%;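 also: 0% = DMSO and 100% = reference agonist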
PPARg SRC2 recr – agonists of PPARg-SRC-2 recruitment, primary screen, biochemical, HTS. Peroxisome proliferator-activated receptor gamma (Homo sapiens), P37231. AID 1032, 2008. activation, % at 8 µM. 200,000 compounds, 0.34% hits. PPARgamma LBD-SRC-2 recruitment; in the data active = activation above about 22%;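 also: 0% = vehicle and 100% = reference agonist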
TR-FRET SRC-2 ct – TR-FRET signal artefacts, primary screen, artefact control for PPARgamma SRC-2 agonist project, biochemical | TR-FRET artefact counter-screen; stronger effect = higher value | TR-FRET ratio at 8 µM | 200,000 compounds, 0.4% hits | AID 1049, 2008; in the data active = TR-FRET ratio above about 2000; also: inactives centre near 1500
Diaphorase inh – diaphorase inhibitors and chemical oxidizers, primary screen, counter-screen for diaphorase-coupled primary assays, biochemical, uHTS, resorufin fluorescence | inhibition, % at 20 µM | AID 1217, 2008 | 190,000 compounds, 0.69% hits | diaphorase resazurin-to-resorufin fluorescence, NADH, 16 min; bacterial (C. kluyveri) enzyme, not human;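 active = primary screen inhibition at 20 µM above a set limit, cut at about 50% in these data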;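 also: plate controls were DMSO with full reaction for no effect and wells lacking NADH for full effect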
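controls = No-NADH positive control and DMSO neutral control | system = Clostridium kluyveri diaphorase enzyme | timing = reaction incubation of 16 min at room temperature | signal = resorufin fluorescence 544/590 nm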
Diaph act CS – compounds boosting diaphorase resazurin reduction – biochemical, uHTS, resorufin fluorescence, counter-screen for diaphorase-coupled primary assays, primary screen. Diaphorase/resazurin coupled assay, 16 min; stronger effect = higher value; 1 = vehicle wells, 0 = NADH-free wells. activation factor at 20 µM. 190,000 compounds, 0.005% hits. AID 1229, 2008;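 active = diaphorase activity raised at least twofold by the compound at 20 µM; inactive = activation factor below 2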
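Assay system: Purified diaphorase enzyme from Clostridium kluyveri | Amount: Enzyme 0.07 U/mL final | Dosing: Compound 20 µM once, DMSO 1% | Timing: 16 min reaction at room temperature | Detection: Fluorescence, excitation 544 nm and emission 590 nm | Evaluation: Higher resorufin formation from activation or reduction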
PMI activator – activators of human PMI, primary screen, biochemical, fluorescence intensity, near-Km mannose 6-phosphate | purified human PMI, coupled resazurin fluorescence, 20 min; stronger effect = higher value; 1 = vehicle control, 0 substrate-free wells | activation factor at 20 µM | 190,000 compounds, 0.005% hits;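 active = activation factor of 2 or more at 20 µM, relative to plate controls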
S1P3 antag – S1P3 receptor antagonists, primary screen, cell-based. 170,000 compounds, 0.27% hits. Sphingosine 1-phosphate receptor 3 (Homo sapiens), Q99500. AID 485, 2006. inhibition, % at 4.98 µM. CHO S1P3 NFAT-BLA reporter, FRET fluorescence, antagonist mode;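 active = inhibition above the plate cutoff, the mean inhibition of test wells on that plate plus 3 SD, cut at about 28% in these data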;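 also: cells challenged with S1P at its EC80 of 0.8 µM; blue over green emission ratio from cleaved BLA substrate after 4 h stimulation; 0% = S1P-stimulated wells and 100% = unstimulated DMSO-only wells; some compounds past the cut are filed as inactive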
G6PDH CS – L. mesenteroides G6PDH inhibitors, counter-screen for G6PDH-coupled screening assays, biochemical, Leuconostoc mesenteroides enzyme | Purified L. mesenteroides G6PDH, diaphorase/resazurin coupled fluorescence, 45 min | glucose-6-phosphate dehydrogenase [Leuconostoc mesenteroides] | 200,000 compounds, 0.12% hits | AID 1020, 2008 | inhibition, % at 5 µM; in the data active = inhibition above about 50%
PPARg SRC3 recr – PPARgamma agonists recruiting SRC-3 coactivator, primary screen, biochemical; biochemical PPARgamma/SRC-3 coactivator recruitment assay; activation, % at 8 µM; 200,000 compounds, 0.26% hits; in the data active = activation above about 23%;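 also: 0% = DMSO and 100% = reference agonist; some compounds past the cut are filed as inactive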
ROMK primary – ROMK potassium channel modulators, primary screen, cell-based, thallium flux, MLSMR library. ATP-sensitive inward rectifier potassium channel 1 (Homo sapiens), P48048. Tet-inducible ROMK, thallium flux fluorescence; actives lie on both sides. B-score at 10 µM. 130,000 compounds, 2% hits. AID 1918, 2009;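 active = signal ratio slope over the read window, or its plate-corrected B-score, at least 3 SD from the plate mean, either direction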;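 also: B-score of the F/F0 ratio slope over 7 to 12 s after thallium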
Target sequence (P48048 whole entry, looked up): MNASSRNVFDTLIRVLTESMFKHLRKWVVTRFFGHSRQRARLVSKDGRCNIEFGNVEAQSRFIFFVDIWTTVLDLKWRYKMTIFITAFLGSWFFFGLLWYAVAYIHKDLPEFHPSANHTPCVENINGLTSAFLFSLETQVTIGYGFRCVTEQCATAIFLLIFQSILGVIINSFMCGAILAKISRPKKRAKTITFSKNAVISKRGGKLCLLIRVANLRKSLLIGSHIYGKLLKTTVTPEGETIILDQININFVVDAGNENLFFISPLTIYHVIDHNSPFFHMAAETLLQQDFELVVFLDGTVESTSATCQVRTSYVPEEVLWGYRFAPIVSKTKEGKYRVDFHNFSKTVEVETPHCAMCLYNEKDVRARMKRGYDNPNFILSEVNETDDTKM
Numbers without * were called inactive; x = not tested or not shown. The list is partial, so the mix of outcomes need not match the whole.

1. CCn1c(=O)n(CC)c2cc([N+](=O)[O-])c(N3CCNCC3)cc21
2. CCCNS(=O)(=O)c1ccc(OCC(=O)N2CCN(Cc3ccccc3)CC2)cc1
3. C[C@]12CCC(=O)C=C1CC[C@@H]1[C@@H]2C(=O)C[C@]2(C)C(=O)CC[C@@H]12
4. CCn1cc(CN2CCCC(C(=O)c3cccc(OC)c3)C2)c(C)n1 (centres undefined)
5. COCCCN1CCN(c2nnc3n2-c2sc(Br)cc2C(c2ccccc2Cl)=NC3)CC1
6. COc1ccc(-c2nc3ccccc3c(=O)n2-c2cccnc2)cc1

assay / entry | 1 | 2 | 3 | 4 | 5 | 6
PMI act hi M6P | 1 | 0.9 | 0.9 | 0.8 | 0.9 | 1
PPARg SRC1 recr | 1 | -4 | 6 | -3 | -3 | -1
PPARg SRC2 recr | 3 | -4 | 1 | 4 | 2 | 3
TR-FRET SRC-2 ct | 1580 | 1321 | 1539 | 1465 | 1494 | 1544
Diaphorase inh | 5 | 15 | 16 | 15 | 8 | 5
Diaph act CS | 0.9 | 0.9 | 0.8 | 0.9 | 0.9 | 0.9
PMI activator | 1 | 0.9 | 0.9 | 0.9 | 1 | 1
S1P3 antag | 10 | -14 | -4 | 2 | x | x
G6PDH CS | -3 | 2 | 18 | 6 | 7 | 0
PPARg SRC3 recr | -4 | 4 | 1 | 4 | 3 | 13
ROMK primary | 0.1 | x | x | 0.23 | x | 0.53

7. O=C(c1ccccc1)c1ccc(N=Nc2c(O)[nH]c(=O)[nH]c2=O)cc1
8. O=C(c1ccc2c(c1)ncn2C1CCCCCC1)N1CCC2(CC1)OCCO2
9. Cn1c(O)c(C=NC2CC3CCC2(C)C3(C)C)c(=O)[nH]c1=O (centres undefined)
10. O=C1NC(=O)C(=Cc2ccc(SC3CCCCC3)o2)C(=O)N1
11. O=c1[nH]c(=S)n(Cc2ccc(F)cc2)c(O)c1/C=N/N1CCCCCC1
12. CCOc1ccc(N2C(=O)NC(=O)/C(=C\c3ccc(N4CCOCC4)cc3C)C2=O)cc1

assay / entry | 7 | 8 | 9 | 10 | 11 | 12
PMI act hi M6P | 1.1 | 1 | 0.9 | 1.2 | 1.1 | x
PPARg SRC1 recr | 3 | 2 | -6 | 7 | -9 | -4
PPARg SRC2 recr | 9 | 14 | 1 | 8 | 0 | -1
TR-FRET SRC-2 ct | 1708 | 1591 | 1279 | 1747 | 1560 | 1659
Diaphorase inh | -16 | 10 | 20 | 36 | 18 | x
Diaph act CS | 1.2 | 0.9 | 0.8 | 0.6 | 0.8 | x
PMI activator | 1.2 | 1 | 0.9 | 1 | 1.1 | x
S1P3 antag | -7 | 4 | -12 | -18 | -4 | -1
G6PDH CS | 10 | 12 | 2 | -3 | -7 | 14
PPARg SRC3 recr | 7 | 8 | -6 | 11 | 2 | -1
ROMK primary | -0.26 | x | -0.068 | -0.62 | x | 0.088

13. CCCCCn1c(=O)c(C(=O)Nc2ccncc2)c(O)c2ccccc21
14. CC(C)(C)c1ccc(C(=O)C2CCCN(Cc3ccon3)C2)cc1 (centres undefined)
15. CC/C(=N\Nc1cccc2ccccc12)c1c(O)[nH]c(=O)[nH]c1=O
16. COc1ccc(CC2C(=O)NC(=O)NC2=O)c(OC)c1
17. CCN(CC)P(=O)(NC(=O)c1cccn1C)N(CC)CC
18. CCCC12CN3CCN(CC(C3)/C1=N\NC(=O)c1ccncc1)C2

assay / entry | 13 | 14 | 15 | 16 | 17 | 18
PMI act hi M6P | 1.1 | 1 | 1.6 | 1 | 1.1 | 1.2
PPARg SRC1 recr | x | 4 | 1 | -7 | 1 | -3
PPARg SRC2 recr | x | -3 | 5 | -12 | -3 | -8
TR-FRET SRC-2 ct | x | 1567 | 1648 | 1481 | 1504 | 1715
Diaphorase inh | 14 | 16 | 35 | 14 | -4 | 6
Diaph act CS | 0.9 | 0.8 | 0.6 | 0.9 | 1 | 0.9
PMI activator | 1 | 0.9 | 1.5 | 0.9 | 1.2 | 1.2
S1P3 antag | -8 | -1 | -2 | -1 | -27 | -5
G6PDH CS | 2 | 0 | 23 | 3 | -3 | 9
PPARg SRC3 recr | x | 0 | 7 | 6 | -2 | 0
ROMK primary | x | -0.25 | x | x | 0.82 | -0.56

19. CC(C)(C)NC(=O)Cn1cc(C(=O)c2ccccc2F)c2ccccc21
20. CCN(CC)S(=O)(=O)c1ccc(N=Cc2c(O)n(-c3ccccc3)c(=O)[nH]c2=O)cc1
21. CC1(C)CC(=O)c2cc(OCC(=O)N3CCN(Cc4ccccc4)CC3)ccc2O1
22. Cc1ccc(-c2cc(C(=O)N3CCC4(CC3)OCCO4)no2)cc1
23. CCOC(=O)C(O)(c1ccc(NC(=S)NC(=O)c2ccc(Cl)cc2Cl)cc1)C(F)(F)F (centres undefined)
24. O=C1/C(=C/c2ccc([N+](=O)[O-])cc2)N2CCC1CC2

assay / entry | 19 | 20 | 21 | 22 | 23 | 24
PMI act hi M6P | 1 | 1.1 | 1 | 1 | 0.8 | 0.9
PPARg SRC1 recr | 8 | 1 | -4 | -1 | 9 | -3
PPARg SRC2 recr | 3 | 7 | 0 | 4 | 2 | 5
TR-FRET SRC-2 ct | 1689 | 1536 | 1540 | 1612 | 1557 | 1381
Diaphorase inh | 6 | 11 | 14 | 12 | 28 | 13
Diaph act CS | 0.9 | 0.9 | 0.9 | 0.9 | 0.7 | 0.9
PMI activator | 1.1 | 1.1 | 1 | 0.9 | 0.8 | 0.9
S1P3 antag | x | 25 | -11 | -8 | 2 | -19
G6PDH CS | 5 | 2 | 13 | 7 | -4 | 9
PPARg SRC3 recr | -1 | 9 | -1 | -3 | 8 | 5
ROMK primary | x | x | 0.53 | 1.1 | 1.3 | x

An excerpt from above in order of length of the SMILES, lowest first:
16. COc1ccc(CC2C(=O)NC(=O)NC2=O)c(OC)c1
10. O=C1NC(=O)C(=Cc2ccc(SC3CCCCC3)o2)C(=O)N1
14. CC(C)(C)c1ccc(C(=O)C2CCCN(Cc3ccon3)C2)cc1 (centres undefined)
24. O=C1/C(=C/c2ccc([N+](=O)[O-])cc2)N2CCC1CC2
9. Cn1c(O)c(C=NC2CC3CCC2(C)C3(C)C)c(=O)[nH]c1=O (centres undefined)
15. CC/C(=N\Nc1cccc2ccccc12)c1c(O)[nH]c(=O)[nH]c1=O
11. O=c1[nH]c(=S)n(Cc2ccc(F)cc2)c(O)c1/C=N/N1CCCCCC1
21. CC1(C)CC(=O)c2cc(OCC(=O)N3CCN(Cc4ccccc4)CC3)ccc2O1

assay / entry | 16 | 10 | 14 | 24 | 9 | 15 | 11 | 21
PMI act hi M6P | 1 | 1.2 | 1 | 0.9 | 0.9 | 1.6 | 1.1 | 1
PPARg SRC1 recr | -7 | 7 | 4 | -3 | -6 | 1 | -9 | -4
PPARg SRC2 recr | -12 | 8 | -3 | 5 | 1 | 5 | 0 | 0
TR-FRET SRC-2 ct | 1481 | 1747 | 1567 | 1381 | 1279 | 1648 | 1560 | 1540
Diaphorase inh | 14 | 36 | 16 | 13 | 20 | 35 | 18 | 14
Diaph act CS | 0.9 | 0.6 | 0.8 | 0.9 | 0.8 | 0.6 | 0.8 | 0.9
PMI activator | 0.9 | 1 | 0.9 | 0.9 | 0.9 | 1.5 | 1.1 | 1
S1P3 antag | -1 | -18 | -1 | -19 | -12 | -2 | -4 | -11
G6PDH CS | 3 | -3 | 0 | 9 | 2 | 23 | -7 | 13
PPARg SRC3 recr | 6 | 11 | 0 | 5 | -6 | 7 | 2 | -1
ROMK primary | x | -0.62 | -0.25 | x | -0.068 | x | x | 0.53

12. CCOc1ccc(N2C(=O)NC(=O)/C(=C\c3ccc(N4CCOCC4)cc3C)C2=O)cc1
23. CCOC(=O)C(O)(c1ccc(NC(=S)NC(=O)c2ccc(Cl)cc2Cl)cc1)C(F)(F)F (centres undefined)
20. CCN(CC)S(=O)(=O)c1ccc(N=Cc2c(O)n(-c3ccccc3)c(=O)[nH]c2=O)cc1

assay / entry | 12 | 23 | 20
PMI act hi M6P | x | 0.8 | 1.1
PPARg SRC1 recr | -4 | 9 | 1
PPARg SRC2 recr | -1 | 2 | 7
TR-FRET SRC-2 ct | 1659 | 1557 | 1536
Diaphorase inh | x | 28 | 11
Diaph act CS | x | 0.7 | 0.9
PMI activator | x | 0.8 | 1.1
S1P3 antag | -1 | 2 | 25
G6PDH CS | 14 | -4 | 2
PPARg SRC3 recr | -1 | 8 | 9
ROMK primary | 0.088 | 1.3 | x
